Compound activity deposited in PubChem BioAssay by several laboratories.
IDE cell inh: inhibitors of human insulin-degrading enzyme in cells. 0.41% of 320,000 active. P14735. inhibition, % at 5.59 µM. HEK cells, FAbetaB cleavage, fluorescence polarization;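 active means percent inhibition above the average of all tested compounds plus 3 SD, set per screening campaign, cut at about 16% in these data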;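 further: IDE supplied by intact live HEK cells; FP after avidin binding of uncleaved biotin substrate so inhibition keeps polarization high; 0% = DMSO wells and 100% = 60 µM reference IDE inhibitor Ii1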
Target sequence (P14735 whole entry, looked up): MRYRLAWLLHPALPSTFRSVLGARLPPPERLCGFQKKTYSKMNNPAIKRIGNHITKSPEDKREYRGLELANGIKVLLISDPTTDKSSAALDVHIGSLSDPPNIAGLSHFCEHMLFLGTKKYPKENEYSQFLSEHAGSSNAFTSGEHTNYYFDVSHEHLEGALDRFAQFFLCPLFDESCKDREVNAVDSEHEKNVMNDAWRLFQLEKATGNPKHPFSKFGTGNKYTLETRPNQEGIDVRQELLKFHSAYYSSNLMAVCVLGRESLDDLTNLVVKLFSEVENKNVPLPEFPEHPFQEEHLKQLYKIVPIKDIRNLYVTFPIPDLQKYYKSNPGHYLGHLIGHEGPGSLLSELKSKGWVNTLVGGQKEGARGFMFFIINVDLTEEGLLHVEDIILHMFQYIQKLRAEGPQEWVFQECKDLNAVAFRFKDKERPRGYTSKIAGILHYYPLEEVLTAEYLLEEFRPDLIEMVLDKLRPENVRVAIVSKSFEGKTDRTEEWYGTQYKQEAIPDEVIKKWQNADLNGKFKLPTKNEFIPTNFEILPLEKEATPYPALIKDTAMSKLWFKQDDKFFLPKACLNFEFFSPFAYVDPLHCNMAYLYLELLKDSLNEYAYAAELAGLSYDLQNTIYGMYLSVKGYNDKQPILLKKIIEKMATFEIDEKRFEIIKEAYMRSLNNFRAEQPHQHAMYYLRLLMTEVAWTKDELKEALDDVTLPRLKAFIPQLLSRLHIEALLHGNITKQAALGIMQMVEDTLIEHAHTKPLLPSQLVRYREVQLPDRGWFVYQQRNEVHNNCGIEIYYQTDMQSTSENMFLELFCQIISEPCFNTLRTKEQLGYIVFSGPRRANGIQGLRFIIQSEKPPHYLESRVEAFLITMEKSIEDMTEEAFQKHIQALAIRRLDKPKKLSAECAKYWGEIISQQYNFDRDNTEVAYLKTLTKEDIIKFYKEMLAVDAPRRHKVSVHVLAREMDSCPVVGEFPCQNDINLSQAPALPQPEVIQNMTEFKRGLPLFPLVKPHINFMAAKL
CRFR2-BP antag: blocks CRF-induced signaling of the CRF-BP/CRF-R2 complex. HEK293 CRF-R2/CRF-BP, CRF-induced calcium fluorescence. 0.59% of 350,000 active. inhibition, % at 11.8 µM. AID 588475;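 active means inhibition of the ligand-induced calcium signal above about 50% at the single tested concentration, limit read from the data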
UBC9 SUMO inh: blocks human SUMOylation mediated by UBC9; P63279; HTRF SUMOylation assay, SAE1/SAE2 + UBC9, in vitro; inhibition, % at 35 µM; 0.36% of 290,000 active; AID 2006; in the data active means inhibition above about 50%, passing the limit was not always enough; further: strong numbers were not always called active
IMP-1 inh: inhibitors of Pseudomonas aeruginosa IMP-1 metallo-beta-lactamase | AID 1556 | 0.45% of 290,000 active | purified IMP-1, nitrocefin hydrolysis, epi-absorbance fluorescence | inhibition, % at 5.6 µM;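 active means inhibition above the mean plus 3 SD of all compounds in the same screening run, cut at about 4.5% in these data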;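 further: 0% = IMP-1 with DMSO and 100% = DMSO wells lacking enzyme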
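Assay system: purified IMP-1; Quantity: IMP-1 0.2 nM before substrate addition; Medium: HEPES buffer pH 7.1 with ZnSO4 and Brij 35; Incubation: 15 min enzyme–compound preincubation, then 25 min nitrocefin reaction, 25 °C; Signal: fluorescence quenching readout, ex 480/em 530 nm; Controls: DMSO with and without IMP-1; Repeats: singlicate testing.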
p-CIP stab down: compounds decreasing mouse p/CIP protein stability | AID 1984 | decrease of EGFP signal, % at 10 µM | 0.01% of 290,000 active | F442A p/CIP-EGFP cells, EGFP fluorescence, 16 h;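 active means EGFP signal decrease of at least 30% at 10 µM or well 3 SD below plate mean, unless failing retest; inactive means the rest, including hits failing retest or dose response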; further: some compounds called inactive have numbers as strong as hits; many of its hits are not listed in these tables
VIM-2 inh: inhibitors of Pseudomonas aeruginosa VIM-2 metallo-beta-lactamase; purified VIM-2, nitrocefin hydrolysis, epi-absorbance fluorescence; inhibition, % at 5.6 µM; 0.89% of 290,000 active; AID 1527;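 active means inhibition above the mean of all tested compounds plus 3 SD, cutoff set per screening run, cut at about 7.5% in these data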;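 further: red hydrolysis product quenches plate fluorescence so inhibitors raise well fluorescence; 0% = enzyme with DMSO and 100% = DMSO without enzyme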
HCV NS3 hel inh: HCV NS3 helicase inhibition; AID 1800; NS3 helicase DNA unwinding, Cy5 molecular beacon fluorescence; 0.56% of 290,000 active; inhibition, % at 10.9 µM;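 active means inhibition above the mean of all tested compounds plus 3 SD, set per campaign, cut at about 35% in these data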;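 further: 0% = DMSO wells and 100% = thioflavine S control wells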
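Assay system: hepatitis C virus NS3 helicase domain fragment enzyme. Also added: annealed dual-labelled DNA beacon duplex, ATP-started. Timing: 1 h reaction at 25 °C, ATP-initiated. Technique: Cy5 fluorescence at 0 and 60 min, beacon hairpin quenching. Evaluation: % inhibition of unwinding. Replication: one well per compound.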
IDE cell activ: boosts human insulin-degrading enzyme activity in HEK cells; P14735; FAbeta-B cleavage, fluorescence polarization; 0% vehicle, 100% cell-free pure enzyme wells; activation, % at 5.96 µM; 0.073% of 340,000 active; AID 493087;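 active means activation above the mean of all tested compounds plus 3 SD, set per screening campaign, cut at about 17% in these data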
GalR3 antagonist: blocks the human galanin receptor 3; inhibition, % at 3 µM; HEK293 GalR3-CNG cAMP membrane potential fluorescence; galR3 body fused to GalR1 C-terminus; O60755; 0.44% of 360,000 active;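 active means inhibition above the screen-wide average plus 3 SD, cut at about 13% in these data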;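 further: forskolin and galanin both at EC90 stimulate the cells; cAMP rise reported by CNG channel membrane potential dye signal; 0% = forskolin plus galanin with DMSO and 100% = forskolin alone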
Starred values were filed as active, the others as inactive; · = no result given.

SMILES | IDE cell inh | CRFR2-BP antag | UBC9 SUMO inh | IMP-1 inh | p-CIP stab down | VIM-2 inh | HCV NS3 hel inh | IDE cell activ | GalR3 antagonist
CCOc1ccc(S(=O)(=O)N2CCCC2)cc1 | -2 | -9 | -3 | -2.0 | 0 | -2.5 | -3 | 1 | -4
Cc1[nH]nc(-c2ccc(O)c(C)c2O)c1-c1cnn(-c2ccccc2)c1 | -2 | -15 | 4 | -3.9 | -2 | -2.2 | -16 | 5 | -5
COc1ccc(NC(=O)CN(C)C(=O)C(C)Oc2ccc(Br)cc2)cc1 (stereo not given) | 1 | -4 | · | · | · | · | · | -3 | -4
Cc1ccc(C(=O)N2CC(C)SC2=Nc2cccc(S(=O)(=O)N(C)C)c2)cc1 (stereo not given) | 2 | 12 | 4 | -0.9 | 8 | -2.5 | -18 | 1 | -11
O=C(c1ccc(Cl)cc1)C(CN1CCCCC1)c1ccccc1 (stereo not given) | 3 | -4 | -9 | -3.0 | 1 | -3.4 | -8 | 0 | -4
COc1cc2c(cc1NC(=O)Nc1ccccc1)oc1ccccc12 | -2 | 0 | -39 | -2.7 | -21 | -4.5 | -10 | 5 | -5
Cc1occc1-c1nnc(SCc2cc(=O)n3cc(Br)ccc3n2)n1C | 0 | -16 | 8 | -1.8 | 11 | -1.6 | 5 | · | -3
COc1cc(CN(C2CCCCC2C)S(=O)(=O)c2ccc(S(=O)(=O)NC3CC3)cc2)cc(OC)c1OC (stereo not given) | 2 | -1 | -24 | -0.7 | 6 | -0.9 | -14 | 7 | -3
O=C(CN1C(=O)NC2(CCc3ccccc32)C1=O)Nc1ccc(Br)cc1F (stereo not given) | 1 | -9 | · | · | · | · | · | 5 | -1
O=C(Nc1ccc2c(c1)OCCO2)c1ccccn1 | 1 | -4 | 12 | 1.5 | 0 | -0.9 | -1 | 2 | -4
CCOC(=O)C1CCCN(c2oc(-c3ccc(F)cc3)nc2C#N)C1 (stereo not given) | 11 | -15 | 5 | -4.9 | 6 | -3.9 | 4 | -3 | 0
CCN1C(=O)NC(c2cc(Br)ccc2OC)C(C(=O)OC)=C1C (stereo not given) | 6 | -8 | 2 | -7.0 | -23 | -2.2 | -4 | -2 | -2

Shown with values under each structure: part of the list above.
Order of results: IDE cell inh	CRFR2-BP antag	UBC9 SUMO inh	IMP-1 inh	p-CIP stab down	VIM-2 inh	HCV NS3 hel inh	IDE cell activ	GalR3 antagonist
CCOC(=O)C1CCCN(c2oc(-c3ccc(F)cc3)nc2C#N)C1 (stereo not given)
→ 11	-15	5	-4.9	6	-3.9	4	-3	0
COc1ccc(NC(=O)CN(C)C(=O)C(C)Oc2ccc(Br)cc2)cc1 (stereo not given)
→ 1	-4	·	·	·	·	·	-3	-4
Cc1occc1-c1nnc(SCc2cc(=O)n3cc(Br)ccc3n2)n1C
→ 0	-16	8	-1.8	11	-1.6	5	·	-3
Cc1[nH]nc(-c2ccc(O)c(C)c2O)c1-c1cnn(-c2ccccc2)c1
→ -2	-15	4	-3.9	-2	-2.2	-16	5	-5

Further results:
SMILES | IDE cell inh | CRFR2-BP antag | UBC9 SUMO inh | IMP-1 inh | p-CIP stab down | VIM-2 inh | HCV NS3 hel inh | IDE cell activ | GalR3 antagonist
O=C(CSc1n[nH]c(=O)n1-c1cccnc1)Nc1ccccc1Cl | -5 | -11 | 4 | -2.1 | -8 | -0.1 | -2 | 4 | -3
CN(C)C(CNC1CC(C)(C)NC(C)(C)C1)c1cccc(F)c1 (stereo not given) | -2 | -2 | 9 | -3.5 | -16 | 1.2 | -9 | 5 | -7
CC1(C(=O)N/N=C/c2ccccc2)CC1(Cl)Cl (stereo not given) | 0 | 2 | 14 | -2.9 | -5 | -1.9 | 2 | 1 | -7
CCc1ccc(-c2nc(SCC(=O)N(CCOC)c3c(N)n(Cc4ccccc4)c(=O)[nH]c3=O)n[nH]2)cc1 | 4 | 5 | 4 | -2.6 | -6 | -1.2 | -4 | 0 | -1
C#Cc1ccc(C(=O)NCc2ccc(N3CCCC3=O)cc2)cc1 | 3 | 10 | -11 | -2.7 | -6 | -1.4 | -2 | 6 | -4
Cc1ccc(S(=O)(=O)N(C)C)cc1NC(=O)/C=C/c1cccs1 | -2 | -14 | 0 | -3.2 | -15 | -4.4 | -2 | 0 | 0
Cn1c(SCC(=O)N2CCCC2)nnc1-c1ccc2c(c1)OCO2 | 0 | 6 | 4 | -2.6 | -6 | -3.5 | 4 | 2 | -8
Fc1ccccc1COc1ccc(/C=N/n2cnnc2)cc1 | 4 | 5 | 0 | -2.0 | -3 | -3.1 | -4 | 6 | -4
COC(=O)c1ccc(-n2cnc3ccccc32)nc1 | -5 | 0 | 18 | -3.4 | 2 | -4.5 | 7 | 2 | -6
CC(C)NC(=O)Cn1c(SCC(=O)N2c3ccccc3CC2C)nc2ccccc21 (stereo not given) | -2 | -16 | 18 | -3.3 | 0 | -4.1 | -9 | 5 | -3
O=C1CN2C(=Nc3ccc(Br)cc3C2c2ccccc2)CCN1 (stereo not given) | 0 | -14 | 23 | -3.6 | -10 | -1.3 | 1 | 5 | 1
Cc1ccc(OCc2nnnn2-c2ccccc2)cc1 | 0 | -7 | 2 | 2.1 | -2 | -1.4 | -3 | 5 | 1
CC(=O)N/C(=C/C(C)C)c1ccccc1 | 2 | -5 | · | · | · | · | · | 6 | -1
COc1ccc(CN(CC(=O)NCc2ccco2)C(=O)CCC(=O)Nc2ccccn2)cc1 | 1 | -11 | 4 | -1.3 | 3 | -1.5 | -1 | -3 | -4
COc1ccc(/C=N/NC(=O)C(=O)/C=C2\NC3(CCCC3)Cc3ccccc32)cc1 | 1 | -16 | -2 | -3.0 | -12 | -1.2 | -9 | 0 | -1
Fc1ccc(NC(=S)NCCc2ccccc2)c(F)c1F | -3 | 43 | -13 | -1.1 | -15 | -0.8 | 9 | 7 | -6
Cc1ccc2cc3cc(C(=O)NC4CCCCC4)oc3nc2c1 | 7 | -14 | 26 | 0.7 | -11 | 2.2 | -3 | 2 | 1
CC(C)c1ccc(NC2CCCN(C(=O)c3cccnc3)C2)cc1 (stereo not given) | 0 | -1 | 8 | -3.2 | 6 | -3.1 | 1 | 4 | 1
N#CCC(CNc1ncc(C(F)(F)F)cc1Cl)OC(=O)c1ccc(Cl)cc1Cl (stereo not given) | 2 | -25 | -40 | -3.0 | -14 | -1.7 | 1 | 0 | -8
CC(C)COc1nc2c(c(=O)n(C)c(=O)n2C)n1C | 2 | -4 | -8 | -1.3 | -2 | -0.3 | 8 | -3 | -10
O=C(/C=C/c1ccc2c(c1)OCO2)Nc1nc2ccc(F)cc2s1 | 4 | 24 | 40 | -1.8 | -1 | -2.9 | -9 | 4 | -4
OCCC1CN(Cc2cccc3nccnc23)CCN1Cc1ccc(F)cc1 (stereo not given) | 2 | 6 | 9 | -4.5 | -7 | -1.5 | -4 | 4 | -4
CC(C)CCNC(=O)C1CCN(S(=O)(=O)c2ccc3c(c2)CCC(=O)N3)CC1 | 0 | -5 | 9 | -2.9 | -10 | -3.6 | 5 | 1 | 0
CC(Sc1ccc(Cl)cc1)C(=O)N(C)CC(=O)Nc1ccc(N2CCOCC2)cc1 (stereo not given) | 2 | 16 | · | · | · | · | · | 3 | -4
CCOc1cc(S(=O)(=O)N2CCC(Cc3ccccc3)CC2)c(OCC)cc1-n1cnnn1 | -6 | -12 | 3 | -2.5 | -13 | -2.7 | 2 | 1 | -1
CCCCCCCC(=O)NN1CCOCC1 | -3 | 15 | -1 | -2.2 | 2 | -2.0 | -4 | -5 | -3
Cc1[nH]n(C(N)=S)c(=O)c1N=Nc1cccc([N+](=O)[O-])c1C | 4 | -2 | -2 | -6.8 | -9 | -2.0 | 15 | 7 | ·
Cc1nc(C(=O)Nc2cc(F)cc(Cl)c2)sc1C1(C)CC(c2ccccc2)=NO1 (stereo not given) | -1 | -22 | · | · | · | · | · | -3 | 0
O=C(Nc1ccc(F)cc1)Nc1ccc([N+](=O)[O-])cn1 | -1 | 4 | 8 | -3.1 | 4 | -5.1 | 19 | 3 | -2
COc1ccc(C2c3cc(OC)c(OC)cc3CCN2C2CC(=O)N(c3ccccc3)C2=O)cc1OC (stereo not given) | -2 | 34 | 16 | -4.3 | -8 | -3.2 | 26 | 1 | 9
O=C(NCCCN1CCOCC1)c1cccnc1SCc1ccccc1Cl | 1 | 2 | 4 | -0.4 | 5 | -1.8 | -12 | -3 | 0
C=CCn1c(C)cc(C2=NNC(=Nc3ccc(C)cc3)SC2)c1C | -2 | -1 | 6 | -2.9 | 7 | -2.5 | 5 | 10 | 1
CCCCn1nnc(NC(=S)NC(=O)c2cccs2)n1 | -2 | 22 | -2 | -5.1 | -12 | -0.8 | -34 | -5 | 6
CCCCNc1c(-c2cccc(-c3cc(C(C)=O)cs3)c2)nc2cc(C)ccn12 | 5 | -12 | · | · | · | · | · | 5 | -5
NC(=O)C1CCN(S(=O)(=O)c2cc3c4c(c2)CCN4C(=O)CC3)CC1 | -3 | -1 | · | · | · | · | · | 2 | -1
CCOC(=O)C1C(c2cccnc2)NC(=O)NC1(O)C(F)(F)F (stereo not given) | 6 | 9 | 12 | -2.9 | 6 | -0.9 | -2 | 9 | -3
CCOC(=O)Cc1nnc(NC(=O)CSc2nnc3c4ccccc4n(C(C)C)c3n2)s1 | 6 | -5 | 3 | -3.8 | -1 | -1.9 | 6 | 8 | 4
O=[N+]([O-])c1cccc(S(=O)(=O)NCCCn2ccnc2)c1 | 0 | -7 | -6 | 3.4 | -2 | -2.2 | -3 | 7 | -8
Cc1cc2ncn(/N=C/c3ccc(-c4ccccc4)o3)c2cc1C | 3 | -14 | 10 | -0.5 | -9 | -0.5 | 5 | -1 | -5
Cc1cc(-c2nnc(-c3ccccc3)c(-c3ccccc3)n2)c(C)o1 | 2 | 15 | 13 | -8.0 | -7 | -4.7 | 30 | 8 | -2
O=C(COC(=O)CC1CCCC1)Nc1ccc(OC(F)F)cc1 | -1 | 7 | -12 | -1.0 | 8 | -1.4 | 1 | 4 | 0
NC1=NC(c2ccccc2Cl)n2c(nc3ccccc32)N1 (stereo not given) | -5 | 5 | 14 | -5.2 | -22 | -2.7 | -4 | 3 | -7
OCCn1nc2c3ccccc3nc-2n(-c2ccccc2)c1=S | -4 | -10 | 6 | -0.9 | -7 | -0.1 | 6 | 3 | -3

Record cards, as listed above.
Cc1cc(-c2nnc(-c3ccccc3)c(-c3ccccc3)n2)c(C)o1 as listed: IDE cell inh: 2; CRFR2-BP antag: 15; UBC9 SUMO inh: 13; IMP-1 inh: -8.0; p-CIP stab down: -7; VIM-2 inh: -4.7; HCV NS3 hel inh: 30; IDE cell activ: 8; GalR3 antagonist: -2
Cc1cc2ncn(/N=C/c3ccc(-c4ccccc4)o3)c2cc1C as listed: IDE cell inh: 3; CRFR2-BP antag: -14; UBC9 SUMO inh: 10; IMP-1 inh: -0.5; p-CIP stab down: -9; VIM-2 inh: -0.5; HCV NS3 hel inh: 5; IDE cell activ: -1; GalR3 antagonist: -5
